Efflux pump inh – blocks antifungal efflux pumps in multiplex yeast assay | actives 0.44% (n = 330,000) | S. cerevisiae Candida pump triplex, Nile Red efflux | inhibition, % at 10 µM;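 active = plate passing quality check with inhibition over a set limit, or well fluorescence over plate mean plus 4 SD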;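 note: Nile Red retained in pooled yeast measured as flow cytometry median fluorescence; 0% = buffer negative control and 100% = Enniatin B positive control; higher means more Nile Red kept so more efflux inhibition; some compounds called inactive have numbers as strong as hits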
MEX-5 binding – C. elegans MEX-5 TCR-2 RNA binding activity | MEX-5/FITC-TCR2 RNA binding, fluorescence polarization; active compounds read low | activity score (negative = inhibition of binding), % at 10 µM | actives 0.38% (n = 300,000);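 active = inhibition past about -25% in most replicates, and total fluorescence under double the plate's negative control median, limit read from the data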;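 note: 0% = DMSO and -100% = 5 µM competing unlabeled TCR2 RNA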
Target sequence (Q9XUB2 whole entry, looked up): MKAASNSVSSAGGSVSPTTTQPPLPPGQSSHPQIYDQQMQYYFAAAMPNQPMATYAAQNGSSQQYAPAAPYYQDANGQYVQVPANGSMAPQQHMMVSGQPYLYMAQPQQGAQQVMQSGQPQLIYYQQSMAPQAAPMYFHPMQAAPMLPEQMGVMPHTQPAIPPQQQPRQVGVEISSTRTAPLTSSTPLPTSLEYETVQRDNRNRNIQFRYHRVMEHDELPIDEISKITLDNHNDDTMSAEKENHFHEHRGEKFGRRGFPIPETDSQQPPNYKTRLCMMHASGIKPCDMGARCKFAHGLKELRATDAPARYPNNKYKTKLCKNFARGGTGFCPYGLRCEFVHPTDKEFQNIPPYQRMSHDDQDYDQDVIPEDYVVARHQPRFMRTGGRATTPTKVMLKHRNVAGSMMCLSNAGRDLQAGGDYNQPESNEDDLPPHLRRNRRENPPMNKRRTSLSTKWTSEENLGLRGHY
Bcl-xL primary – inhibitors of human Bcl-xL | Q07817 | actives 0.7% (n = 320,000) | GST-Bcl-xL / FITC-Bim BH3 peptide fluorescence polarization | inhibition, % at 10.9 µM;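 active = inhibition above the mean of all tested compounds plus 3 SD, cutoff set per campaign, cut at about 30% in these data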;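 note: 0% = DMSO wells and 100% = unlabeled Bim-BH3 peptide competitor; inhibitors lower millipolarization by displacing the labeled peptide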
Target sequence (Q07817 whole entry, looked up): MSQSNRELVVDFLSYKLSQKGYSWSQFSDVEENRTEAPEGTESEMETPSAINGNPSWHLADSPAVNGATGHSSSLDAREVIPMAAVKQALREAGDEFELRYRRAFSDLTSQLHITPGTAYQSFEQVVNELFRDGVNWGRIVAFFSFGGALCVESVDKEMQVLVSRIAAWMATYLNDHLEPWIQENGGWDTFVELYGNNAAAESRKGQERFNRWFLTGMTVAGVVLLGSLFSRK
Fam108B inh – counter-screen for RBBP9 inhibitors: inhibitors of mouse Fam108B; recombinant Fam108B, FP-Rh probe fluorescence polarization; inhibition, % at 9.51 µM; actives 0.33% (n = 300,000); AID 1947;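 active = inhibition above the screen mean inhibition plus 3 SD, computed separately per campaign, cut at about 18% in these data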;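 note: inhibitors lower polarization as less probe binds the enzyme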
MCL1-BIM inh – MCL1-BIM-BH3 interaction inhibition (human); actives 0.68% (n = 320,000); inhibition, % at 10.9 µM; GST-MCL1 / FITC-Bim-BH3 fluorescence polarization; Q07820;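 active = inhibition above the mean inhibition of all tested compounds plus 3 SD, set per campaign, cut at about 40% in these data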;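 note: 0% = DMSO wells and 100% = unlabeled Bim-BH3 peptide control; higher means more loss of mP so more displacement of Bim peptide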
ZTA DNA inh – ZTA (EBV) inhibition in EBNA-1 counter-screen. P03206. ZTA-DNA binding, fluorescence polarization. inhibition, % at 11 µM. actives 0.15% (n = 320,000); in the data active = inhibition above about 33%
Target sequence (P03206 whole entry, looked up): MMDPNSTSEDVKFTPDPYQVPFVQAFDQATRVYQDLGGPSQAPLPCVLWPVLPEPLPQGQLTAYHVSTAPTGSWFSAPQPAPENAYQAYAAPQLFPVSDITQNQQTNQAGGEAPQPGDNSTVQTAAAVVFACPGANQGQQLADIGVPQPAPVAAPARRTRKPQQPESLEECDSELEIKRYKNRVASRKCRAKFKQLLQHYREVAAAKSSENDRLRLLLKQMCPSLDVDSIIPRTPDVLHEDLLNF
GLD-1 RNA inh – GLD-1-TGE RNA interaction inhibition (C. elegans); Q17339; purified GLD-1 + fluorescein TGE RNA, fluorescence polarization; inhibition, % at 5.96 µM; actives 0.44% (n = 320,000); AID 2280;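 active = percent inhibition above a per-plate cutoff, the plate mean of test compounds plus 3 SD, cut at about 30% in these data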;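 note: 0% = DMSO wells with GLD-1 and probe and 100% = wells lacking GLD-1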
EBNA-1 inh – blocks EBNA-1 binding to DNA | inhibition, % at 14.8 µM | EBNA-1 DNA binding, fluorescence polarization | actives 0.34% (n = 300,000); in the data active = inhibition above about 28%
Yeast superoxide – lowers age-related superoxide in aged yeast cells; S. cerevisiae aged cells, superoxide DHE fluorescence; active compounds read low; superoxide response (% of plate mean), % at 10 µM; actives 0.18% (n = 330,000); AID 2690;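 active = superoxide response under a set limit, about three screen SD below normal, cut at about 65% in these data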;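 note: yeast aged for seven days with compound at 30 °C before DHE staining; 100% = average MFI of all compound-treated wells on the plate with controls excluded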
Starred values were filed as active, the others as inactive; . = no result given.

SMILES	Efflux pump inh	MEX-5 binding	Bcl-xL primary	Fam108B inh	MCL1-BIM inh	ZTA DNA inh	GLD-1 RNA inh	EBNA-1 inh	Yeast superoxide
O=C(Oc1ccccc1N1C(=O)C2CCCCC2C1=O)c1ccccc1 (configuration not stated)	-0.2	0.8	8.8	0.3	8.0	-0.7	4.8	7.3	104.1
CC1CCCC(C)N1NC(=O)c1cccc(S(=O)(=O)N2CCc3ccccc32)c1 (configuration not stated)	0.2	-1.4	2.9	-4.2	-4.7	7.9	-3.5	-5.2	96.6
Cc1ccc(-n2ncc3c(NCCCN4CCCC4=O)ncnc32)c(C)c1	0.1	-1.7	0.4	-2.9	-5.5	-2.1	-7.8	4.5	124.4
Cn1cnnc1SCC(=O)Nc1sc2c(c1C(N)=O)CCC2	-0.1	-5.1	20.0	15.4	56.4*	10.4	-2.3	3.5	113.7
COCC(=O)N1CCC(Oc2ccc(C(=O)NC3CCOC(C)(C)C3)cc2)CC1 (configuration not stated)	-0.1	1.2	6.3	2.2	4.7	14.2	15.2	9.5	99.7
O=C(c1ccccc1NS(=O)(=O)c1cccc([N+](=O)[O-])c1)N1CCCC1	0.1	1.1	1.7	2.6	8.9	13.8	2.0	12.0	93.4
C=CCNC(=S)N1CCc2c([nH]c3ccccc23)C1C (configuration not stated)	0.3	-0.9	1.9	0.4	-1.6	-9.4	-1.5	-10.8	110.3
CNc1nc(SCC(=O)OC)nc(N2CCOCC2)n1	0.2	0.3	-1.6	-0.6	-3.0	6.8	4.1	3.6	90.8
Cn1c(SCCOc2ccccc2Cl)nnc1-c1ccncc1	0.1	-1.7	-0.5	0.8	2.8	-6.7	1.6	-1.4	98.9
C/C(=N\Nc1ccc([N+](=O)[O-])cc1)c1ccc(N)cc1	0.0	.	-28.7	9.5	-68.8	7.2	-5.9	-11.0	90.1

The list goes on (3 carried over from the part before).
SMILES	Efflux pump inh	MEX-5 binding	Bcl-xL primary	Fam108B inh	MCL1-BIM inh	ZTA DNA inh	GLD-1 RNA inh	EBNA-1 inh	Yeast superoxide
CNc1nc(SCC(=O)OC)nc(N2CCOCC2)n1	0.2	0.3	-1.6	-0.6	-3.0	6.8	4.1	3.6	90.8
Cn1c(SCCOc2ccccc2Cl)nnc1-c1ccncc1	0.1	-1.7	-0.5	0.8	2.8	-6.7	1.6	-1.4	98.9
C/C(=N\Nc1ccc([N+](=O)[O-])cc1)c1ccc(N)cc1	0.0	.	-28.7	9.5	-68.8	7.2	-5.9	-11.0	90.1
CC(C)CNS(=O)(=O)c1ccc(S(=O)(=O)N2CCCN(Cc3ccccc3)C2)cc1	1.1	0.7	-6.6	1.3	-34.2	5.8	0.6	6.6	103.2
COC(=O)N/N=C(\C)c1ccc(OC(F)F)cc1OC(F)F	0.1	0.6	2.4	2.2	5.1	-12.2	3.1	8.8	101.0
COCc1cc(=O)n2[nH]c(-c3cccc(Br)c3)cc2n1	-0.1	-2.9	7.8	2.9	7.0	8.6	-0.6	6.1	98.6
COc1ccc(-n2ncc3c2CC(C)(C)CC3NC(=O)c2ocnc2C)cc1 (configuration not stated)	-0.1	4.5	2.4	0.2	4.8	-18.3	2.9	4.8	104.2
COCc1nnc(NC(=O)CCSc2ccccc2)s1	-0.1	0.8	9.2	5.7	4.0	-3.7	9.6	7.4	98.6
Cc1ccc(NC(=O)CCc2nc3sc4c(c3c(=O)[nH]2)CCCC4)c(Br)c1	-0.1	1.1	1.6	-0.4	27.6	-17.5	-3.9	-17.8	97.1
CC(=O)N1CCc2ccccc2C1CC(=O)O (configuration not stated)	0.0	-0.8	-0.6	0.0	-2.6	15.1	3.1	10.3	106.2
Cc1nc2ccc(S(=O)(=O)Nc3cccc(-c4nc5cccnc5s4)c3C)cc2s1	0.1	-3.2	-0.4	-6.3	-2.3	6.3	4.7	6.3	121.2
O=C(Cc1ccc(O)cc1)N/N=C/c1cccs1	0.1	-1.7	1.8	1.0	2.4	-8.4	-0.5	3.0	103.6
CCOc1ccc(NC(=O)N2CCC(n3c(=O)[nH]c4ccccc43)CC2)cc1	0.8*	-2.7	1.4	-1.9	-8.0	-5.0	5.9	-9.9	109.0
COc1cc(C(=O)NCCC(=O)N2CCC3(CC2)NCCc2[nH]cnc23)cc(OC)c1OC	0.0	1.4	6.1	-2.6	2.9	-3.4	-1.5	11.2	97.8
CC1CCC(NC(=O)Cn2c(=O)oc3cc(S(=O)(=O)N4CCCC4)ccc32)CC1 (configuration not stated)	-0.1	2.0	-3.6	-2.4	-5.5	6.0	-3.6	-9.4	113.8
COCCN(C(=O)c1oc2ccccc2c1COC)c1c(N)n(CC(C)C)c(=O)[nH]c1=O	0.1	.	-9.7	.	-10.4	-2.5	4.5	.	111.1
Cc1ccc(N(C(=O)c2cc3ccccc3oc2=O)C2C=CS(=O)(=O)C2)cc1 (configuration not stated)	0.1	.	3.5	-0.3	1.6	-0.5	3.4	8.4	103.6
Cc1ccc(-c2csc3ncnc(SCC(=O)NCC4CCCO4)c23)cc1 (configuration not stated)	0.0	.	-3.0	.	0.5	-3.5	-1.0	.	108.1
Cc1ccc(NC(=O)c2cnn(-c3ccccc3)c2C)cc1C	0.1	3.3	-0.5	-2.0	-2.5	-10.3	0.8	-21.1	102.0
COc1ccc(/C=C(\NC(=O)c2ccc([N+](=O)[O-])cc2)C(=O)NCCCN2CCOCC2)cc1	0.0	-2.6	0.9	3.0	1.8	-1.4	-5.0	2.6	109.8
Cc1ccc(C)c(S(=O)(=O)NNC(=O)Nc2ccccc2Cl)c1	0.1	0.7	3.4	1.5	4.4	-18.2	4.8	1.3	97.2
COc1ccc(-c2csc(NC(=O)C3CCN(C(=O)c4ccc(F)cc4)CC3)n2)cc1OC	0.2	1.6	5.7	-1.7	1.9	-0.7	1.4	4.1	111.2
Cc1cccc(C)c1NC(=O)N1C2CCCC1CC(NC(=O)C(C)(C)C)C2 (configuration not stated)	0.1	-2.0	1.6	-9.1	-4.3	-4.2	-0.4	-3.5	103.0
Cc1ccccc1SCC(=O)Nc1cccc(C#N)c1	0.1	-0.4	2.8	0.4	1.0	5.9	-0.8	5.0	83.2
CC1=NN(c2ccccc2C(=O)O)C(=O)C1N=Nc1ccccc1 (configuration not stated)	-0.1	1.8	9.8	7.2	12.0	3.6	2.8	2.4	96.5
Cc1ccc(S(=O)(=O)Oc2cccc(/C=N/Nc3ccc(C(=O)O)cc3)c2)cc1	0.0	-1.1	0.8	18.1	-9.9	16.1	0.2	7.6	97.6
Cn1ncc(N2CCN(S(=O)(=O)c3ccc(Br)cc3)CC2)c(Cl)c1=O	0.3	-1.3	6.5	-1.5	5.5	4.7	-7.4	-29.5	101.0
CCCCCCC(=O)Nc1ccc(C(=O)N/N=C/c2cccnc2)cc1	0.0	1.6	2.9	-0.9	9.1	-0.1	0.0	-0.2	88.0
O=c1ccc(-c2ccc(S(=O)(=O)N3CCN(c4ccccc4)CC3)o2)n[nH]1	0.0	1.1	-2.6	2.0	-3.0	1.4	0.0	-4.6	95.4
CCc1cc(=O)n2[nH]c(C)c(-c3ccc(OC)cc3)c2n1	0.4	0.6	-3.2	3.6	-8.8	-7.5	-1.5	-13.4	96.7
COc1cc(NC(=O)CSc2nc(C)c(C)c(C)n2)cc(OC)c1	0.1	-0.5	6.7	0.5	-0.8	-0.9	3.6	-11.7	100.2
NS(=O)(=O)c1ccc(CCNC(=O)C2CCCN2C(=O)OCc2ccccc2)cc1 (configuration not stated)	0.1	-1.7	0.4	-1.6	-3.0	-5.6	1.5	-6.1	106.0
CC(C)[C@H](NC(=O)[C@@H]1Cc2ccccc2CN1C(=O)OC(C)(C)C)C(=O)NCC1CCC(C(=O)O)CC1 (some centres not stated)	-0.1	4.0	7.2	3.8	6.1	-11.1	2.6	2.1	92.2
CC(C)CCn1c(CN(C)Cc2ccccc2)nc2c1c(=O)n(C)c(=O)n2C	0.1	-1.9	0.9	-0.7	3.1	4.7	-3.8	6.7	101.8
O=C(CNCC1CCCCC1)Nc1ccc(OC(F)(F)F)cc1	0.1	-3.7	2.9	-1.6	2.6	-6.1	4.5	-4.7	105.9
O=C(NC1CC1)C1=C[C@H](c2coc3ccccc3c2=O)C[C@H](OCCCCO)O1	-0.1	-1.2	9.5	1.5	9.0	-2.4	12.5	-4.2	104.7
Cc1cc(N2CCC(C(=O)NC3CCCCC3)CC2)nc(-c2ccccc2)n1	0.2	-0.7	0.8	1.2	1.3	-3.6	6.4	-12.9	95.3
N#Cc1cccc(C#N)c1N1CCC(C#N)CC1	-0.2	0.5	6.1	1.5	3.8	0.3	1.5	2.9	87.8
COc1ccccc1NC(=O)C(C)OC(=O)CCNS(=O)(=O)c1ccc(C)c(C)c1 (configuration not stated)	0.0	0.6	4.6	5.0	9.2	-14.1	0.0	7.5	83.2
COC(=O)c1ccc(C23CC4(C2)[C@H](CN(Cc2cccnc2)[C@@H]4c2ccccc2)C3c2ccccc2)cc1 (some centres not stated)	0.2	4.8	2.3	-1.6	-6.6	-1.9	-3.3	1.7	98.8
CCOc1ccccc1N=C1SC(CC(=O)Nc2ccc(OC)cc2OC)C(=O)N1CCC1=CCCCC1 (configuration not stated)	0.3	.	2.0	1.6	-0.3	-6.9	-2.0	-11.7	106.4
O=c1c2c3c(sc2ncn1/N=C/c1ccccc1)CCCC3	0.0	1.3	-2.7	-2.6	-1.8	-3.1	3.6	9.0	103.5
NC(=O)COC(=O)c1ccc2c(c1)S(=O)(=O)c1ccccc1C2=O	0.0	0.5	-0.8	1.2	-10.4	2.9	-3.4	15.5	98.6
Cc1cc(C(=O)NCC(=O)Nc2c(C)cccc2C)c2ccccc2n1	-0.1	.	2.6	.	11.8	5.5	6.6	.	81.6
O=C(Nc1ccc(N2CCCCC2)cc1)c1ccccn1	0.3	-0.5	-2.2	-1.4	-9.7	-4.0	2.8	-2.3	88.9
CCOC(=O)c1ccc(NC(=O)CN2CCN(Cc3ccccc3)CC2)cc1	0.7	0.3	-1.6	-2.4	-10.2	-11.1	-1.4	-11.0	116.4
Cc1ccc(C(=O)N2CCc3cc4c(cc3C2C)OCCCO4)cc1 (configuration not stated)	0.0	-3.4	-1.0	0.1	-2.5	-10.0	-1.1	-9.1	89.9
COc1ccc(-c2cn3cc(C(F)(F)F)cc(Cl)c3n2)cc1	0.0	0.1	8.7	0.8	2.6	-5.5	2.8	2.8	101.0
CCOC(=O)Oc1ccc2c(=O)c(Oc3cc(C)cc(C)c3)coc2c1	-0.2	-1.1	2.2	-1.1	5.9	6.0	5.7	-1.4	101.6
O=C1C=C(c2ccc(Cl)c(C(F)(F)F)c2)C[C@@H](c2ccc(F)cc2)C1	-0.3	.	3.7	.	8.6	-9.4	5.2	.	95.2
N#CCC(=N)N1CCN(c2ccccc2)CC1	0.3	-1.4	-3.0	4.3	-3.1	2.0	-7.0	3.9	119.0
CC1CCN(c2ccc(/C=N\Nc3nncn3N)cc2[N+](=O)[O-])CC1	0.2	.	2.7	4.5	-3.1	1.6	5.3	3.9	126.5
CC(=O)Nc1nnc(SCC(=O)c2ccc3c(c2)Cc2ccccc2-3)s1	0.9	-3.3	-5.7	-28.9	-15.0	8.5	-3.3	40.1*	107.7
O=c1c(-c2ccc(F)cc2)coc2c3c(ccc12)OCCO3	0.0	-0.2	9.0	-6.3	13.9	9.4	0.0	0.8	84.1
Cc1nc2c(C)cccc2cc1C(=O)N/N=C/c1cccc([N+](=O)[O-])c1	-0.1	1.2	4.8	-0.8	5.3	14.7	-2.9	-3.2	100.8

Bioassay records from PubChem BioAssay.

Rows were taken by chance (roughly 2.3% active in at least one column).
